Smad3 inh = inhibitors of human Smad3 transcription factor binding | P84022 | TR-FRET Smad3/Dy647-FoxH1 peptide binding, europium anti-His | inhibition, % at 25 µM | 88,000 compounds, 0.29% hits;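 active = compounds that reduce the energy-transfer binding signal between the protein and its labelled peptide by more than half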;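 also: 0% = Smad3 plus labelled peptide maximal FRET and 100% = peptide-only background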
Target sequence (P84022 whole entry, looked up): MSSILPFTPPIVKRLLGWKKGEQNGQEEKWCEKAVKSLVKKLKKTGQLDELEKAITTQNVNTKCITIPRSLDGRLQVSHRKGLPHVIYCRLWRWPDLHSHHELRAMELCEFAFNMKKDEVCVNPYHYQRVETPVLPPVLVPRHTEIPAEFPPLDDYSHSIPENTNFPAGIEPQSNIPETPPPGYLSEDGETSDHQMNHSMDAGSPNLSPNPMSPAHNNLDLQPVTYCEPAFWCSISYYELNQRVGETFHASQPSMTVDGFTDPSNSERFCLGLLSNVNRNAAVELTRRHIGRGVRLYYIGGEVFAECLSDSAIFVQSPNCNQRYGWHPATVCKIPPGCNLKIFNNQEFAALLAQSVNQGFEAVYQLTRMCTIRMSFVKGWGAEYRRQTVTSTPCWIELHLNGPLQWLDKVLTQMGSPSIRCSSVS
sEH inh = blocks human soluble epoxide hydrolase activity; P34913; recombinant human sEH enzymatic activity assay; inhibition, % at 2 µM; 91,000 compounds, 0.34% hits; in the data active = inhibition above about 80%; also: values of inactives mirror those of a sister screen read the other way; many of its hits are not listed in these tables
Target sequence (P34913 whole entry, looked up): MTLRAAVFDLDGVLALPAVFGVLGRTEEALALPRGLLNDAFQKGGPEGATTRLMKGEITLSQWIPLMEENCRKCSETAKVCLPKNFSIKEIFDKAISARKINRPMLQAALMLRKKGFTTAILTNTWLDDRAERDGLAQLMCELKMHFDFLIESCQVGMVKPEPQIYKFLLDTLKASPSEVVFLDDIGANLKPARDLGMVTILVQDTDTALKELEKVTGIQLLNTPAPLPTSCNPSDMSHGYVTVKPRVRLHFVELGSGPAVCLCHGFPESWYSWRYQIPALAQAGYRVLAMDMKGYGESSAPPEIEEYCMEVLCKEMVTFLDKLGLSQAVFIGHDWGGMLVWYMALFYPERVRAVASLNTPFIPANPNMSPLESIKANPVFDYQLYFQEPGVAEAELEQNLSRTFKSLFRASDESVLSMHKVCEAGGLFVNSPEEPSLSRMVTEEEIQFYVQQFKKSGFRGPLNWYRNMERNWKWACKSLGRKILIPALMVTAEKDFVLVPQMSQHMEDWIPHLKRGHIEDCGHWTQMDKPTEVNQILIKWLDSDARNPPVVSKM
sEH act = activators of human soluble epoxide hydrolase; activation, % at 2 µM; purified human sEH enzymatic activity, activator screen; 91,000 compounds, 0.04% hits; P34913; in the data active = activation above about 37%; also: values of inactives mirror those of a sister screen read the other way
VCAM1 TNFa inh = reduces TNF alpha induced VCAM1 expression in HUVEC. 95,000 compounds, 0.48% hits. AID 802. inhibition, % at 2 µM. HUVEC TNFa-induced VCAM-1 immunofluorescence, high-content imaging;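 active = inhibition above the batch mean plus 3 SD, with images confirmed as a hit by eye, cut at about 37% in these data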;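 also: 0% = TNF-stimulated DMSO wells and 100% = unstimulated control wells; not every result past the cut was called active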
Candida biofilm = kills Candida albicans biofilms | C. albicans biofilm + clotrimazole, Alamar Blue | inhibition, % at 6 µM | 85,000 compounds, 0.14% hits | AID 834;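 active = inhibition above 20%; inactive = inhibition below 20%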;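 also: preformed 24 hr biofilms exposed to compound for 48 hr; 0% = biofilm without compound and 100% = blank killed by clotrimazole plus chlorhexidine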
ERb coact inh = blocks coactivator binding to human estrogen receptor beta. TR-FRET ER-beta LBD / SRC1-Cy5 peptide binding; receptor agonist-loaded with 1 µM estradiol. inhibition, % at 25.6 µM. 86,000 compounds, 1.3% hits. AID 633;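 active = compounds whose percent inhibition of the receptor-coactivator binding signal exceeds about 50% in the single-dose screen, limit read from the data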;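 also: 0% = receptor plus peptide wells without compound and 100% = peptide-only wells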
IL1B cytotox = toxic to HUVEC cells under IL-1B stimulation | HUVEC cell count loss, Hoechst imaging, IL-1B stimulated | cell count reduction, % at 2 µM | 94,000 compounds, 0.41% hits | AID 845;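 active = cell count reduction more than 3 SD above the screen-wide mean, cut at about 70% in these data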;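 also: normalized per plate to untreated control cells as the no-loss baseline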
F-actin modifier = modifiers of cytoskeleton assembly; HUVEC TNFa F-actin phalloidin imaging, high content; inhibition, % at 2 µM; 91,000 compounds, 0.18% hits;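 active = inhibition above the batch mean plus 3 SD and confirmed as a hit by visual image inspection, cut at about 30% in these data, passing the limit was not always enough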; also: strong numbers were not always called active
TNFa cytotox = HUVEC cytotoxicity counter-screen, TNF alpha stimulated; HUVEC TNFalpha-stimulated, Hoechst cell count, imaging; cell count reduction, % at 2 µM; 93,000 compounds, 0.17% hits; AID 848;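 active = cell count reduction exceeding the screen mean by over 5 SD, scaled to untreated wells per plate, cut at about 78% in these data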;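 also: cells counted after 24 h of TNF alpha exposure following the 1 h pretreatment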
* marks the source's active call; other numbers are inactive results; [ ] = dose if it differs, or a comment. An excerpt; the hit share may differ from the screen's.

For CCS(=O)(=O)NCCc1csc(C)n1 the results were VCAM1 TNFa inh 8, IL1B cytotox -6, F-actin modifier -22 and TNFa cytotox -23.
Screening CC(C(=O)N1CCC(C(N)=O)CC1)N(c1ccc(Oc2ccccc2)cc1)S(C)(=O)=O (stereo unspecified) returned Smad3 inh -3, sEH inh 9, sEH act -7, VCAM1 TNFa inh 15, Candida biofilm 5, ERb coact inh 0, IL1B cytotox 29, F-actin modifier 7 and TNFa cytotox -26.
Screening CCN(CC)S(=O)(=O)c1ccc(NC(=O)c2ccc(NS(C)(=O)=O)cc2)cc1 returned Smad3 inh -7, sEH inh 25, sEH act -22, VCAM1 TNFa inh 8, Candida biofilm 5, ERb coact inh 1, IL1B cytotox -10, F-actin modifier 3 and TNFa cytotox -16.
CCc1ccc(NC(=O)CSc2nc3ccccc3c(=O)n2CCN2CCOCC2)cc1 was read as sEH inh 12, sEH act -12, VCAM1 TNFa inh -19, IL1B cytotox -28, F-actin modifier 10 and TNFa cytotox -12.
`CCOC(=O)c1c(N)c(C#N)nn1-c1ccccc1C(=O)OC` gave Smad3 inh 10, sEH inh 6, sEH act -2, VCAM1 TNFa inh 11, Candida biofilm 3, ERb coact inh -2, IL1B cytotox -6, F-actin modifier -12 and TNFa cytotox -9.
`C/C(=N\NC(=O)c1ccc(Cl)cc1)c1cccc(NC(=O)C(C)C)c1` gave sEH inh 9, sEH act -7, VCAM1 TNFa inh 2, IL1B cytotox -32, F-actin modifier -8 and TNFa cytotox -6.
`O=C1N(CN2CCC3(CC2)OCCO3)c2ccccc2C12OCCCO2` gave Smad3 inh 11, sEH inh 9, sEH act -12, VCAM1 TNFa inh 11, Candida biofilm 9, ERb coact inh -5, IL1B cytotox -26, F-actin modifier 11 and TNFa cytotox -16.
CCn1c(SCC(=O)c2ccccc2)nnc1-c1ccoc1C was read as Smad3 inh -6, sEH inh -13, sEH act 10, VCAM1 TNFa inh 6, Candida biofilm 8, ERb coact inh -2, IL1B cytotox -28, F-actin modifier -26 and TNFa cytotox -28.
Screening Oc1c(C(c2cccs2)N2CCN(c3ccccc3)CC2)sc2ncnn12 (stereo unspecified) returned Smad3 inh -4, sEH inh -21, sEH act 20, VCAM1 TNFa inh -13, Candida biofilm 0, ERb coact inh -9, IL1B cytotox 7, F-actin modifier -6 and TNFa cytotox 2.
Screening CC(C)(O)c1cn(-c2nonc2N)nn1 returned Smad3 inh -5, sEH inh 3, sEH act -3, Candida biofilm 14 and ERb coact inh -4.
CC(C)(C)n1nnnc1C(c1cccnc1)N1CCN(c2ccccc2F)CC1 (stereo unspecified) was read as Smad3 inh 6, sEH inh 8, sEH act -3, VCAM1 TNFa inh -10, Candida biofilm 7, ERb coact inh -6, IL1B cytotox 6, F-actin modifier 16 and TNFa cytotox 7.
`O=C(O)CC(C(=O)N(c1ccccc1)c1ccccc1)N1CCOCC1` (stereo unspecified) gave Smad3 inh 5, VCAM1 TNFa inh 6, Candida biofilm -2, ERb coact inh 8[fluorescence artefact?], IL1B cytotox -5, F-actin modifier -4 and TNFa cytotox 7.
For Cc1nnc(SCCC(=O)Nc2ccc(F)cc2)s1 the results were Smad3 inh -5, sEH inh 1, sEH act -5, VCAM1 TNFa inh 2, Candida biofilm 5, ERb coact inh 10, IL1B cytotox -10 and TNFa cytotox -10.
Screening COc1ccc(-c2cc(C(F)(F)F)nc(NC3CCCC3)n2)cc1OC returned Smad3 inh -16, VCAM1 TNFa inh 0, Candida biofilm 4, ERb coact inh -7, IL1B cytotox -18, F-actin modifier 20 and TNFa cytotox -34.
For Cc1c(C(=O)CN2CCOCC2)[nH]c2ccccc12 the results were Smad3 inh 14, sEH inh 3, sEH act -6, VCAM1 TNFa inh -16, Candida biofilm -1, ERb coact inh 4[fluorescence artefact?], IL1B cytotox -105, F-actin modifier 3 and TNFa cytotox 9.
For Cc1ccc(C(=O)COC(=O)CCC(=O)Nc2cccc(Cl)c2)cc1[N+](=O)[O-] the results were sEH inh 14, sEH act -12, VCAM1 TNFa inh -1, IL1B cytotox -14, F-actin modifier -32 and TNFa cytotox 3.
`COc1cc(C2=NOC(C(=O)NC3CCCCC3)C2)cc(OC)c1OC` (stereo unspecified) gave Smad3 inh -3, sEH inh -5, sEH act 3, VCAM1 TNFa inh 9, Candida biofilm 2, ERb coact inh -5, IL1B cytotox 20, F-actin modifier -27 and TNFa cytotox -7.
Cc1ccc(-c2ccc(=O)n(CC(=O)NCCN(C)C)n2)cc1 was read as Smad3 inh 3, sEH inh -6, sEH act 7, VCAM1 TNFa inh 9, Candida biofilm 12, ERb coact inh -15, IL1B cytotox -3, F-actin modifier -23 and TNFa cytotox 18.
`CC(C)(C)C(=O)N1CCN(c2c(Cl)cccc2[N+](=O)[O-])CC1` gave sEH inh 6, sEH act -3, VCAM1 TNFa inh -3, IL1B cytotox -26, F-actin modifier -2 and TNFa cytotox -7.
Screening CN1C2=NCCN2C(=O)c2ccccc21 returned Smad3 inh 17, sEH inh -8, sEH act 11, VCAM1 TNFa inh 11, Candida biofilm 5, ERb coact inh -11, IL1B cytotox -1, F-actin modifier -2 and TNFa cytotox -18.
For Cc1cccc(NC(=S)NC2CC3CCC(C2)N3Cc2ccco2)c1 (stereo unspecified) the results were sEH inh 8, sEH act -5, VCAM1 TNFa inh 13, IL1B cytotox -24, F-actin modifier 8 and TNFa cytotox -4.
Screening O=C(CN1CC(c2ccccc2)CC1=O)OCc1cccc(Br)c1 (stereo unspecified) returned Smad3 inh -2, sEH inh -4, sEH act 3, VCAM1 TNFa inh 12, Candida biofilm 4, ERb coact inh -16, IL1B cytotox -15, F-actin modifier -3 and TNFa cytotox -9.
CCc1ccccc1NC(=O)CSc1nc2n[nH]c(C)c2c(=N)n1-c1cccc(OC)c1 was read as Smad3 inh 4, sEH inh -3, sEH act 4, VCAM1 TNFa inh 9, Candida biofilm 5, ERb coact inh 2, F-actin modifier 4 and TNFa cytotox -14.
`CCc1cc2cc(C(=O)Nc3ccccc3F)sc2s1` gave Smad3 inh -12, sEH inh 0, sEH act -2, VCAM1 TNFa inh -1, Candida biofilm 0, ERb coact inh -1, IL1B cytotox 1, F-actin modifier -9 and TNFa cytotox -13.
Screening COc1ccc(S(=O)(=O)Nc2ccccc2C(=O)NC(C)(C)C)cc1OC returned Smad3 inh 4, sEH inh -2, sEH act 4, VCAM1 TNFa inh -1, Candida biofilm 0, ERb coact inh -6, IL1B cytotox 54, F-actin modifier 1 and TNFa cytotox 4.
`CCOC(=O)CCSc1nc(C(C)(C)C)cc(C(F)(F)F)c1C#N` gave Smad3 inh 13, sEH inh -4, sEH act 5, VCAM1 TNFa inh 2, Candida biofilm 6, ERb coact inh -7, IL1B cytotox 26, F-actin modifier 9 and TNFa cytotox 8.
For CCCOC(=O)c1sc2nc3c(cc2c1N)C(=O)CCC3 the results were Smad3 inh 6, sEH inh -9, sEH act 8, VCAM1 TNFa inh -16, Candida biofilm 5, ERb coact inh 17[fluorescence artefact?], IL1B cytotox 11, F-actin modifier -11 and TNFa cytotox 27.
C=CCn1c(Cc2ccc(OC)cc2)nnc1SCC(N)=O was read as Smad3 inh -2, sEH inh 7, sEH act -9, VCAM1 TNFa inh -4, Candida biofilm -4, ERb coact inh -3, IL1B cytotox -15, F-actin modifier 3 and TNFa cytotox -18.
For COc1ccc(NC(=O)C2CC(c3cc(OC)c(OC)c(OC)c3)=NO2)cc1OC (stereo unspecified) the results were Smad3 inh 1, sEH inh -1, sEH act 1, VCAM1 TNFa inh 3, Candida biofilm 4, ERb coact inh 13, IL1B cytotox -13 and TNFa cytotox -23.
Screening NC(=O)C1CCN(C(=O)C2c3ccccc3C(=O)N3CCc4ccccc4C23)CC1 (stereo unspecified) returned Smad3 inh 12, sEH inh 10, sEH act -12, VCAM1 TNFa inh -6, Candida biofilm 12, ERb coact inh -2, IL1B cytotox 2, F-actin modifier 2 and TNFa cytotox -15.
CCN(CC)CCOC(=O)c1ccc(NC(=O)C2(c3ccccc3)CCCC2)cc1 was read as sEH inh 5, sEH act -4, VCAM1 TNFa inh 15, IL1B cytotox 10, F-actin modifier -52 and TNFa cytotox -2.
Screening CCCn1cc(NC(=O)c2cc3n(n2)C(C(F)(F)F)CC(c2ccccc2)N3)cn1 (stereo unspecified) returned Smad3 inh 14, sEH inh 4, sEH act -2, VCAM1 TNFa inh -20, Candida biofilm 1, ERb coact inh -2, IL1B cytotox 12, F-actin modifier -8 and TNFa cytotox 0.
Screening O=C(CN1CCN(c2ccc(F)cc2)CC1)Nc1ccc(F)c(F)c1 returned Smad3 inh 0, sEH inh 5, sEH act -3, VCAM1 TNFa inh -1, Candida biofilm 1, ERb coact inh -2[fluorescence artefact?], IL1B cytotox -57, F-actin modifier -2 and TNFa cytotox 1.
`Cc1cc(Cl)ccc1OC(C)C(=O)Nc1ccc(S(=O)(=O)Nc2cnc3ccccc3n2)cc1` (stereo unspecified) gave sEH inh -9, sEH act 10, VCAM1 TNFa inh 6, IL1B cytotox -3, F-actin modifier 16 and TNFa cytotox 12.
COc1ccc(N2CCN(/C(=N\S(=O)(=O)c3ccc(C)cc3)Nc3nc(C)cc(C)n3)CC2)cc1 was read as Smad3 inh 1, sEH inh -4, sEH act 4, VCAM1 TNFa inh 15, Candida biofilm 10, ERb coact inh -5, IL1B cytotox -5, F-actin modifier -1 and TNFa cytotox -13.
`CCCN1C(=O)N(C)C(N(O)C(=O)NC)C1(C)C` (stereo unspecified) gave Smad3 inh -10, sEH inh 6, sEH act -3, VCAM1 TNFa inh 8, Candida biofilm 8, ERb coact inh -13, IL1B cytotox -15, F-actin modifier -2 and TNFa cytotox 19.
Screening C/C=C(\CS(=O)(=O)c1ccccc1)S(=O)(=O)c1ccccc1 returned Smad3 inh -3, sEH inh 2, sEH act 2, VCAM1 TNFa inh 36, Candida biofilm 1, ERb coact inh 3, IL1B cytotox -1, F-actin modifier 0 and TNFa cytotox 2.
O=C(CCS(=O)(=O)c1ccc(Br)s1)NC1CCCCCC1 was read as Smad3 inh 5, sEH inh 33, sEH act -34, VCAM1 TNFa inh -10, Candida biofilm 0, ERb coact inh 30, IL1B cytotox -7 and TNFa cytotox -7.
O=C(CNS(=O)(=O)c1ccc(Br)s1)NCC1COc2ccccc2O1 (stereo unspecified) was read as Smad3 inh 1, VCAM1 TNFa inh -22, Candida biofilm 3, ERb coact inh 3, IL1B cytotox -19, F-actin modifier 7 and TNFa cytotox -14.

Some of these compounds in order of SMILES length, rising:
`CCCN1C(=O)N(C)C(N(O)C(=O)NC)C1(C)C` (stereo unspecified) gave Smad3 inh -10, sEH inh 6, sEH act -3, VCAM1 TNFa inh 8, Candida biofilm 8, ERb coact inh -13, IL1B cytotox -15, F-actin modifier -2 and TNFa cytotox 19.
O=C(CCS(=O)(=O)c1ccc(Br)s1)NC1CCCCCC1 was read as Smad3 inh 5, sEH inh 33, sEH act -34, VCAM1 TNFa inh -10, Candida biofilm 0, ERb coact inh 30, IL1B cytotox -7 and TNFa cytotox -7.
O=C(CNS(=O)(=O)c1ccc(Br)s1)NCC1COc2ccccc2O1 (stereo unspecified) was read as Smad3 inh 1, VCAM1 TNFa inh -22, Candida biofilm 3, ERb coact inh 3, IL1B cytotox -19, F-actin modifier 7 and TNFa cytotox -14.
CCc1ccccc1NC(=O)CSc1nc2n[nH]c(C)c2c(=N)n1-c1cccc(OC)c1 was read as Smad3 inh 4, sEH inh -3, sEH act 4, VCAM1 TNFa inh 9, Candida biofilm 5, ERb coact inh 2, F-actin modifier 4 and TNFa cytotox -14.
